High-throughput results from PubChem.
A549 viability = Nrf2 qHTS screen for inhibitors: counterscreen for cytotoxicity. A549 ARE-Fluc cells, CellTiter-Fluor viability, 18-24 h. Potency, µM (top dose mostly 46 µM), for inactives: top-dose activity change, negative = cytotoxicity, actives largely listed as inhibitors. 390,000 compounds, 0.16% hits. AID 504648, 2011; note: potency is the fitted concentration of half-maximal effect; % is set by controls: 0 for no effect and ±100 for the full control effect
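A549 ARE-Fluc cells in 5% FBS OPTI-MEM, 5000 cells/well, rested 2 h then exposed to compounds in concentration-response for 18-24 h at 37 °C. Viability by CellTiter-Fluor fluorescence (Ex 405/Em 525) after 30 min; luciferase luminescence (BugLite, 15 min, RT) read afterwards.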
TGFb inhibitor = qHTS for Inhibitors of TGF-b | HepG2 CAGA-GFP TGF-b/SMAD3 reporter, GFP fluorescence, 18 h; TGF-beta stimulated, 500 pg/mL final | Potency, µM (titrated, usually from 46.1 µM), for the others: at the top dose activity, negative = inhibition, most hits filed as inhibitors | 410,000 compounds, 1.2% hits; note: potency is the fitted concentration of half-maximal effect; % is set by controls: 0 for no effect and ±100 for the full control effect; nearly all actives have a fitted effect of over 65% in size
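Inhibition of TGF-beta-driven CAGA-GFP reporter expression in HEPG2 cells is measured by cellular GFP fluorescence after 18 h stimulation with 500 pg/mL recombinant TGF-beta in 1% FBS medium at 37 degrees C.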
Mm-Cpn inhibitor = Inhibitors of TCP-1 ring complex (TRiC) of Methanococcus maripaludis (MmCpn): qHTS; purified Mm-Cpn ATPase, ADP Transcreener TR-FRET; Potency, µM (highest dose often 76.9 µM), for the others: top-dose activity, negative = inhibition, usual class: inhibitors; 330,000 compounds, 0.031% hits; AID 504842, 2011; note: potency is the fitted concentration of half-maximal effect; % is set by controls: 0 for no effect and ±100 for the full control effect; nearly all actives have a fitted effect of over 80% in size
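Purified archaeal Mm-CPN (25nM final) preincubated 10 min at 37degC with compound, then 10uM ATP for 30 min at 37degC; ADP measured by HTRF Transcreener TR-FRET; buffer 30 mM TRIS pH 7.4, 100mM KCl, 5mM MgCl2, 1mM DTT.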
Abeta rescue = qHTS for compounds that reverse cellular toxicity of Amyloid beta (A-beta) peptide in yeast: Primary Screen; 410,000 compounds, 0.063% hits; yeast expressing A-beta42, growth rescue, OD600, 48 h; response scale: 0% DMSO, 100% iron-clioquinol control; Potency, µM (titrated, usually from 46.1 µM), for the others: at the top dose growth rescue, usual class: activators; note: potency is the fitted concentration of half-maximal effect; nearly all actives have a fitted effect of over 55% in size
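Growth rescue measured by 600 nm absorbance after 48 h yeast culture at 30 C with compound. Values normalized between DMSO and an equimolar ferric chloride plus clioquinol control.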
CCT chaperon mod = High-Throughput Screening for Modulators of Cytosolic Chaperonin Activity; AID 651819, 2012; purified chaperonin ATPase assay, HTRF ADP detection, 30 min; 360,000 compounds, 0.3% hits; activity change, % (test concentration not listed), hits read low; in the data active = activity change below about -30%; note: % is set by controls: 0 for no effect and ±100 for the full control effect
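Enzyme 40 or 20 nM (batch-dependent) in Tris pH 7.4/KCl/MgCl2/DTT; cpd 76 uM single point; ATP 10 uM; 30 min 37 °C; Transcreener ADP HTRF detection, 30 min RT; ratio 665/615.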
Nrf2 ARE act = qHTS of Nrf2 Activators. AREc32 ARE-luciferase reporter (MCF7-derived line), luminescence, 24 h. Potency, µM (highest dose often 46.1 µM), inactives show top-dose activation, actives largely listed as activators. 410,000 compounds, 0.31% hits. AID 624171, 2012; note: potency is the fitted concentration of half-maximal effect; % of control where 0% means no effect; nearly all actives have a fitted effect of over 65% in size
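Quantitative high-throughput format: AREc32 reporter cells, 1000 per well, received compound by pin transfer and were incubated 24 hr at 37 deg C, 5% CO2, before Steady-Glo luminescence detection.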
Nrf2 inh = Nrf2 qHTS screen for inhibitors. A549 ARE-Fluc reporter, luciferase luminescence, 18-24 h. Potency, µM (series often up to 46 µM), for inactives: at the top dose activity change, negative = inhibition, actives largely listed as inhibitors. 360,000 compounds, 2.1% hits. AID 504444, 2011; note: potency is the fitted concentration of half-maximal effect; % is set by controls: 0 for no effect and ±100 for the full control effect; nearly all actives have a fitted effect of over 60% in size
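In this cell-based qHTS, ARE-driven firefly luciferase in A549 cells reports Nrf2 activity; the luminescent signal after BugLite lysis is the measured value, with a prior CellTiter-Fluor read for cell health.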
HepG2 viability = qHTS for Inhibitors of TGF-b: Cytotox Counterscreen; HepG2 CAGA-GFP viability, ATP luminescence, 18 h; Potency, µM (doses to about 46.1 µM), inactives show top-dose activity change, negative = cytotoxicity, hits mostly cytotoxic; 410,000 compounds, 0.76% hits; note: potency is the fitted concentration of half-maximal effect; some results filed as inactive show a strong effect at the top dose
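CellTiter-Glo luminescence gave cytotoxicity after 18 hours at 37 degrees C. The cells were HepG2 CAGA-GFP in 1% FBS DMEM, stimulated with 500 pg/mL TGF-beta after compound addition. %Activity was normalised to no-cell wells (complete cell-killing) and DMSO (no toxicity), and curves were fitted and classified.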
Akt phos inh = HTS Assay for Inhibitors of Akt Phophorylation: Primary Screen; 360,000 compounds, 0.32% hits; activity change, % for hits at 50 µM; Neuro2A IGF-stimulated pAkt S473 HTRF, 20 min; stronger effect = lower value; in the data active = activity change below about -80%; inconclusive = mostly about -51% to -80%; note: % is set by controls: 0 for no effect and ±100 for the full control effect
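Neuro2A cells (4,500/well, DMEM with 0.5% FBS) were treated with compound at a single 50 µM final concentration, stimulated with 6 nM IGF for 20 min at 37 °C, and lysed. Phospho-Akt Ser473 was read by HTRF as 665/615 ratio ×10^4.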
* marks the source's active call; other numbers are inactive results; i = inactive; u = inconclusive; x = no result given; & = joins results of further samples; [ ] = remark or other dose. Unless noted, calls come from the whole dose curve; as a rule, active = well fitted curve in the direction sought with a large enough effect; inconclusive = small, poorly fitted or top-dose-only effect, or another doubt; inactive = no such curve, though single readings can be large; an effect the other way counts as inactive or inconclusive.

SMILES | A549 viability | TGFb inhibitor | Mm-Cpn inhibitor | Abeta rescue | CCT chaperon mod | Nrf2 ARE act | Nrf2 inh | HepG2 viability | Akt phos inh
CCCc1ccc2c(C(F)(F)F)cc(C(F)(F)F)cc2n1 | x | 0% | x | -6% | -1.7 | -0.2% | x | -8% | i
COc1cccc(CNC(=O)C2=C(C)C(=O)OC23CCC(C)CC3)c1 (stereo not given) | 6% | 0% | -3% | 8% | -0.8 | 1.8% | 14% | -18% | i
O=C(CSc1nc2ccccc2s1)N1CCCCC1 | 5% | 1% | 1% | 5% | 2.6 | 0.4% | u | 1% | i
CCN(CC)c1ccc(/C=N/NC(=O)CN2CCCc3ccccc32)cc1 | -10% | u | -2% | 5% | 0.0 | 3.9% | -1% | -22% | i
COc1ccccc1NC(=O)CN(C)S(=O)(=O)c1ccc(F)cc1 | 1% | 5% | 2% | 7% | -1.3 | 2.1% | x | 0% | i
CCn1c(=O)c2sccc2n(Cc2cc(C(=O)OC)ccc2OC)c1=O | 1% | 6% | -5% | -33%[inhibitor] | -1.3 | 9.0% | -17% | -9% | i
CC1CCN(C(=O)CCc2nnc(-c3ccccc3)o2)CC1 | 1% | 3% | -3% | -26% | -1.5 | 1.0% | u | 4% | i
O=C(/C=C/c1cc([N+](=O)[O-])ccc1OC(F)F)Nc1cccc2ccccc12 | 3% | -5% | 1% | 6% | 2.5 | u | 1% | 2% | i
O=C(CSc1nnc(-c2ccc(Cl)cc2)o1)NNC(=O)c1ccncc1 | -1% | 7% | -4% | -10% | 0.2 | -0.7% | 1% | -3% | i
O=[N+]([O-])c1ccc(Cl)c(S(=O)(=O)/N=C(/Sc2ccc(Br)cc2)c2ccccc2)c1 | -10% | 10% | x | x | x | x | 3% | 8% | x
O=C(c1ccc(Cl)c(Cl)c1)N1CCC(=O)N(C(COCc2ccc(Cl)cc2)Cc2ccccc2)CC1 (stereo not given) | u | 10µM* | -1% | 12% | -0.1 | -4.2% | u | -28% | i
CCNc1ccc(-c2nc(-c3ccco3)no2)cc1[N+](=O)[O-] | -11% | u | x | -11% | x | u | -10% | -5% | x
CCN(CC)c1c([N+](=O)[O-])c(=O)oc2ccccc12 | 0% | -17% | 1% | -15% | -21 | -0.6% | 3% | -5% | i
CCOC(=O)c1c(-c2ccccc2)oc2ccc(OCc3ccc(C)cc3)cc12 | 4% | -10% | x | -14% | x | 0.3% | 4% | -13% | x
CC(=O)N1c2ccccc2C(=O)C1N1CCN(c2ccc(F)cc2)CC1 (stereo not given) | 4% | -17% | x | -21% | x | 7.0% | u | -17% | x
Cc1ccc2oc(C(=O)Nc3c(C(=O)Nc4cccc(Cl)c4)oc4ccccc34)cc(=O)c2c1 | 5% | -20% | x | -3% | x | -0.1% | 0% | -36% | x
O=C(O)c1cnnc2ccccc12 | 1% | 22% | x | 6% | -0.8 | 2.6% | -2% | 7% | i
CCN(C(=O)c1cc(S(=O)(=O)N2CCCC2)ccc1C)C1CCS(=O)(=O)C1 (stereo not given) | 1% | 14% | 2% | -5% | 0.1 | 0.3% | 5% | 9% | i
O=C1C=C(NNC(=O)c2ccncc2)CC(c2ccccc2)C1 (stereo not given) | -1% | -9% | -4% | 4% | -1.5 | 0.5% | 6% | -13% | i
O=C(c1ccc(N2CCCC2)c([N+](=O)[O-])c1)N1CCN(c2ccccn2)CC1 | -7% | -25% | 0% | -5% | -3.0 | 5.3% | -24% | -14% | i
CC(=O)N1CCc2c(sc3c2c(=O)n(CCc2ccccc2)c(=O)n3CC(=O)Nc2ccccc2F)C1 | -5% | -23% | x | 2% | x | 3.2% | -12% | -32% | x
Cc1nc2nc(-c3ccccc3)[nH]n2c(=O)c1Cc1ccccc1 | 0% | 3% | 2% | 8% | -1.4 | 3.3% | x | -9% | i
CC(=O)Nc1ccc(S(=O)(=O)N2CCC(NC(=O)c3ccccc3)CC2)cc1 | -2% | 1% | 1% | -14% | 1.0 | -0.4% | -3% | -27% | i
Cc1cc(C(=O)CSc2nnnn2-c2ccc(O)cc2)c(C)n1C | -1% | 3% | 1% | -9% | -0.6 | 2.2% | u | -3% | i
O=C(NC(Cc1ccccc1)C(=O)O)/C(=C/c1ccccc1)NC(=O)c1cccc(Br)c1 (stereo not given) | 12% | -1% | -2% | -4% | -1.0 | 0.1% | 2% | 7% | i

Single records (already shown).
Shown for O=C1C=C(NNC(=O)c2ccncc2)CC(c2ccccc2)C1 (stereo not given) = A549 viability = -1%; TGFb inhibitor = -9%; Mm-Cpn inhibitor = -4%; Abeta rescue = 4%; CCT chaperon mod = -1.5; Nrf2 ARE act = 0.5%; Nrf2 inh = 6%; HepG2 viability = -13%; Akt phos inh = i
Shown for CC(=O)N1c2ccccc2C(=O)C1N1CCN(c2ccc(F)cc2)CC1 (stereo not given) = A549 viability = 4%; TGFb inhibitor = -17%; Mm-Cpn inhibitor = x; Abeta rescue = -21%; CCT chaperon mod = x; Nrf2 ARE act = 7.0%; Nrf2 inh = u; HepG2 viability = -17%; Akt phos inh = x

The listing continues.
SMILES | A549 viability | TGFb inhibitor | Mm-Cpn inhibitor | Abeta rescue | CCT chaperon mod | Nrf2 ARE act | Nrf2 inh | HepG2 viability | Akt phos inh
CCc1ccc(N2CC(C(=O)Nc3ccccc3N3CCCC3)CC2=O)cc1 (stereo not given) | x | -9% | x | 10% | 1.6 | -0.4% | x | -60% | i
Cc1sc2ncnc(N3CCOCC3)c2c1C | -3% | -7% | -2% | -2% | -3.1 | -0.4% | -10% | -46% | x
CC(C)NC(=O)Nc1ccc2c(c1)C(=O)N([C@H](C)CO)C[C@H](C)[C@@H](CN(C)S(C)(=O)=O)O2 | -3% | -22% | 1% | 0% | 0.3 | -0.8% | 3% | -17% | i
O=C(CCN1C(=O)/C(=C/C=C/c2ccccc2)SC1=S)Nc1ccccn1 | -12% | 6% | 4% | 2% | -0.2 | -0.4% | u | -6% | i
COc1ccc(NC(=O)CN(C)C(=O)c2sc3ccccc3c2Cl)cc1 | 1% | 3% | u | 11% | 2.5 | 2.5% | u | -28% | i
COc1ccc(C2CC(c3cccs3)=NN2C(=O)COC(=O)c2cncc(Br)c2)cc1OC (stereo not given) | 3% | 6% | -17% | 9% | -2.3 | 0.5% | u | -4% | i
CN(C)S(=O)(=O)c1ccc(Cl)c(NC(=O)COC(=O)CN2C(=O)C3CCCCC3C2=O)c1 (stereo not given) | 0% | -1% | 0% | -8% | -4.6 | 0.1% | -6% | -24% | i
COc1ccc(CNC(=O)COC(=O)CCOc2ccc(C)cc2)cc1OC | -2% | 13% | 0% | 12% | 0.5 | 0.2% | 2% | 0% | i
COc1cccc(CC(=O)N[C@@H](CCSC)c2nc3ccccc3[nH]2)c1 | 7% | -4% | 0% | -8% | -3.9 | 0.1% | -18% | 1% | i
O=C(c1cnc2c(c1)COc1ccc(Cl)cc1-2)c1ccccc1O | 1%&8% | 3%&-20% | -1% | -10% | -2.5 | -1.0%&0.1% | u | -1%&-21% | i
O=C(N/N=C\c1ccc(Cl)cc1)c1sccc1-n1cccc1 | 4% | -8% | 0% | -3% | -0.9 | u | x | -23% | i
COc1ccc(NC2CCCN(C(=O)c3cccnc3)C2)cc1 (stereo not given) | 3% | 52%[activator] | 0% | x | -2.8 | 0.3% | -4% | 52% | i
O=C(O)COCc1nc2ccccc2[nH]1 | 11% | 14% | 0% | 0% | -0.2 | -0.6% | 5% | -2% | i
C[C@H]1CN([C@@H](C)CO)C(=O)c2cc(Br)cnc2O[C@@H]1CN(C)C(=O)C1CCC1 | x | 0% | x | -23% | 1.4 | -0.4% | x | -2% | i
CCOC(=O)C1CCCN(S(=O)(=O)c2cc(C(=O)OC)n(C)c2)C1 (stereo not given) | -1% | u | -4% | -9% | -0.8 | 0.6% | u | -4% | i
Cc1ccc(-c2noc(-c3nnn(CC(=O)Nc4cc(Cl)ccc4C)c3N)n2)cc1 | -2% | x | x | -9% | x | 2.3% | u | 7% | x
COc1cc(NC(=O)c2ccnc(N)c2)cc(C(=O)Nc2cccc(C(F)(F)F)c2)c1 | -7% | 3% | -11% | 1% | 0.2 | 2.7% | -9% | 1% | i
Cc1ccccc1CSCCNC(=O)CN(c1ccc2c(c1)OCO2)S(C)(=O)=O | 3% | -3% | -1% | 5% | 0.3 | -0.4% | -20% | -18% | i
CCCC(O)(CCN(C)C)c1ccc(OC)cc1 (stereo not given) | 1% | 12% | 3% | 6% | -2.7 | -0.6% | 22% | 2% | i
COc1cccc2cc3c(=O)n(-c4ccccc4)nc-3oc12 | 3% | -17% | -1% | 4% | -0.3 | 8.6% | 3% | 0% | i
COc1cc(C(=O)N(Cc2ccc(F)cc2)C2CCS(=O)(=O)C2)cc(OC)c1OC (stereo not given) | -2% | -7% | 2% | -9% | 0.7 | -0.6% | -12% | -7% | i
CCOC(=O)CCCCCC(=O)Nc1ccc2c(c1)CC(=O)N([C@H](C)CO)C[C@H](C)[C@H](CN(C)S(=O)(=O)c1ccc(OC)cc1)O2 | -8% | u | 0% | 5% | -2.0 | 0.8% | 13% | -34% | i
